Assay outcomes from PubChem BioAssay.
KOR beta-arrestin-1: KOR agonists, beta-arrestin recruitment, primary screen, cell-based, luminescence, uHTS (AID 1777) | Kappa-type opioid receptor (Homo sapiens) | KOR beta-arrestin recruitment, luminescence; higher % means a stronger effect | activation, % at 10 µM, or EC50 in µM where a hit was titrated | actives 0.02% (n = 280,000); in the data active means activation above about 50%, passing the limit was not always enough; further: a part of the inactive calls stands beside numbers as strong as those of hits
HIV peptide binding: inhibitors of HIV fusion peptide binding, primary screen, biochemical, uHTS, fluorescence dequenching (AID 1986). inhibition, % at 20 µM; hits with a dose series show IC50 in µM. actives 0.3% (n = 290,000). cell-free peptide binding, fluorescence dequenching, 30 min; higher % means a stronger effect; in the data active means inhibition mostly above about 52%, no sharp cut-off; inactive means mostly below about 76%; further: some results filed as inactive read as strong as hits
Yfh1-off respiration: enhancers of respiration in Yfh1-depleted yeast, dose response, Friedreich's ataxia, plus single-dose screen (AID 1465); S. cerevisiae Yfh1-off respiration, WST-1 reduction, 72 h; higher fold induction means a stronger effect; actives 0.074% (n = 220,000); fold induction at 50 µM; hits with a dose series show EC50 in µM;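 active means fold induction of absorbance versus untreated yeast above a set limit, then at least 30% activation at any dose in follow-up; inconclusive means repeats straddling the limit, or above it without dose testing; inactive means fold induction below the set limit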;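 further: activators that raise dye reduction in frataxin-depleted yeast; strong numbers were not always called active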
West Nile virus CPE: West Nile virus antiviral activity, cell-based, CPE readout (AID 1621); West Nile virus-infected cells, CPE inhibition; higher % means a stronger effect; one-dose CPE inhibition, % at 10 µM; IC50 in µM for titrated hits; actives 0.02% (n = 290,000); in the data active means a potency from the dose series; inconclusive means CPE inhibition mostly from about 3.7% at the one dose, without a potency; inactive means the rest, 99 in 100 with CPE inhibition below about 2.2%; further: strong numbers were not always called active
Dengue-2 NS5 capping: Dengue-2 NS5 methyltransferase inhibitors, primary screen, biochemical, confirmation dose response (AID 588689); one-dose inhibition, % at 25 µM; IC50 in µM for titrated hits; Dengue-2 NS5 methyltransferase capping enzyme assay, biochemical; higher % means a stronger effect; actives 0.3% (n = 340,000); in the data active means a potency from the dose series; inconclusive means inhibition above about 29% without an active follow-up result
HEK293 NOD2/NF-kB: NOD2 signaling inhibitors, cell-based, luminescence, uHTS, HEK293 (AID 1566); HEK293 NOD2/NF-kB luciferase reporter, luminescence; higher % means a stronger effect; inhibition, % at 4 µM, or EC50 in µM where a hit was titrated; actives 0.63% (n = 290,000); further: many of its hits are not listed in these tables
NOD1 inhibition: NOD1 signaling inhibitors, primary screen, cell-based, luminescence, uHTS (AID 1578); NOD1-driven NF-kB luciferase reporter cells, luminescence; higher % means a stronger effect; inhibition, % at 4 µM, or EC50 in µM where a hit was titrated; actives 1% (n = 290,000); in the data active means inhibition mostly above about 36%, no sharp cut-off; inactive means mostly below about 34%;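 further: HEK-293T reporter cells stimulated with the NOD1 agonist gamma-tri-DAP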
KOR beta-arrestin-2: KOR antagonists, beta-arrestin recruitment, cell-based, luminescence, uHTS (AID 1778); KOR beta-arrestin recruitment, luminescence, antagonist mode; higher % means a stronger effect; actives 0.091% (n = 290,000); Kappa-type opioid receptor (Homo sapiens); one-dose inhibition, % at 10 µM; IC50 in µM for titrated hits; further: strong numbers were not always called active
AID2073: inhibitors of Mint1-CaV2.2 protein interaction, biochemical, HTRF (AID 2073); Voltage-dependent N-type calcium channel subunit alpha-1B (Homo sapiens); HTRF protein-protein interaction, Mint1-CaV2.2; higher % means a stronger effect; inhibition, % at 20 µM, or IC50 in µM where a hit was titrated; actives 0.19% (n = 290,000); in the data active means inhibition mostly above about 51%, no sharp cut-off; inconclusive means no clear call, values can overlap the other calls; inactive means mostly below about 53%; further: some results filed as inactive read as strong as hits
Dengue-2 NS5 capping pilot replicate: further read-out of Dengue-2 NS5 capping, marked with its call; inhibition, %; measured here: pilot screen replicate inhibition
Active calls of the source: *; i = inactive; u = inconclusive; x = not tested or not shown; [ ] = remark or other dose. Unless noted, no stated cut-off is given here; in the data, active means inhibition above about 50%; inactive means the rest. A portion of the library; rates above refer to the full screens.

SMILES	KOR beta-arrestin-1	HIV peptide binding	Yfh1-off respiration	West Nile virus CPE	Dengue-2 NS5 capping	HEK293 NOD2/NF-kB	NOD1 inhibition	KOR beta-arrestin-2	AID2073	others
CN(C)c1ccc(N=Nc2ccccc2C(=O)OCC(=O)NCC2CCCCC2)cc1	4.3%	-3.9%	i	-1.8%	-2%	-21%	-12%	14%	u
Cc1ccc(NC(=O)Nc2ccon2)cc1	-3.0%	-1.0%	x	0.6%	-3%	-22%	-48%	-14%	-2%
CCOC(O)[C@H]1N[C@@H](c2ccc(Cl)cc2)[C@@H]([N+](=O)[O-])[C@@H]1c1ccccc1 (some centres not stated)	-1.3%	-1.6%	i	-0.6%	4%	-23%	-33%	-29%	1%
COC(=O)c1cc(NC2c3ccccc3C(=O)N2Cc2ccco2)cc(C(=O)OC)c1 (configuration not stated)	-2.5%	0.7%	i	0.1%	-2%	10%	10%	0%	1%
COc1ccc(CNCc2c(C(=O)N(C)C)nc3ccc(Cl)cn23)c(OC)c1	x	-1.1%	i	-0.3%	-1%	-4%	1%	3%[20 µM]	-11%
O=C(NNC(=O)c1ccncc1)Nc1cccc(C(F)(F)F)c1	-3.0%	1.2%	x	-0.1%	-9%	-3%	-7%	-21%	7%
CC(C)(C)C1CCC(=NNC(=S)NCc2ccccc2)CC1 (configuration not stated)	0.2%	0.3%	i	-0.5%	-2%	11%	-11%	-15%	-2%
CCOc1ccccc1NC(=O)CSc1nnc(CNC(=O)c2c(F)cccc2Cl)o1	-2.7%	-0.4%	x	0.2%	-12%	3%	-24%	-7%	1%
Cc1cc(C)nc(/N=C(\N)Nc2ccc(-c3ccccc3)cc2)n1	x	-1.1%	i	-1.5%	-6%	19%	32%	-85%[20 µM]	-12%
CC(=O)NC1C(OCc2ccccc2)OC(CO)C(OC(C)=O)C1OC(C)=O (configuration not stated)	0.8%	0.2%	i	-0.6%	-2%	11%	-25%	18%	6%
Cc1ccc([N+](=O)[O-])cc1-c1ccc(/C=C(\C#N)c2[nH]nc(N)c2C#N)o1	0.2%	-6.2%	i	0.3%	-1%	-25%	-3%	-26%	52%
Cc1ccc(C(C(=O)NC2CCCC2)N(C(=O)c2csnn2)C2CCCC2)o1 (configuration not stated)	5.2%	-2.1%	i	0.6%	5%	3%	-3%	2%	-10%
Cn1c(=O)n(Cc2ccc(F)cc2)c(=O)c2c1nc1n2CCCN1Cc1ccccc1	-1.4%	-4.9%	i	0.6%	x	6%	16%	-17%	1%
O=C(CSc1ncccc1C(=O)O)NC1CCCCCCC1	0.6%	-1.6%	i	0.2%	-9%	17%	6%	29%	-2%
OC(CCN1CCCCC1)c1ccc(-c2ccccc2)cc1 (configuration not stated)	-8.0%	0.4%	x	-0.5%	-1%	6%	0%	4%	-4%
CS(=O)(=O)N(CC(=O)N1CCN(Cc2ccccc2)CC1)c1ccccc1Br	4.2%	-0.1%	x	-0.3%	3%	-6%	-26%	-60%[20 µM]	3%
CCOc1cc(CN2CCN(CCOCCO)CC2)ccc1OC	2.0%	-0.9%	i	0.1%	0%	-2%	-10%	-9%	-2%
CC1CC(C)CN(CCCNC(=O)c2ccc3c(SCC(=O)O)c4c(nc3c2)CCC4)C1 (configuration not stated)	1.8%	-1.6%	i	0.0%	3%	3%	0%	-2%	11%
Cc1cc([N+](=O)[O-])ccc1NC(=O)Nc1ccccc1F	1.8%	-1.4%	i	-0.8%	3%	-1%	26%	13%[20 µM]	-1%
COc1ccc(CCNC(=O)C(=O)NCCOc2ccccc2)cc1OC	2.4%	2.0%	i	-0.5%	-1%	2%	-1%	5%	-6%
COc1cc(NC(=O)c2ccccc2)c(OC)cc1NC(=O)CN1CCN(c2ccccn2)CC1	3.7%	-3.5%	i	0.9%	-2%	4%	18%	-8%	0%
O=C(O)/C(=C/c1cccnc1)NC(=O)c1ccccc1	3.7%	-1.3%	i	0.6%	8%	5%	-7%	16%	8%
CCCN(CCC)C(=O)c1ccc2c(c1)N(Cc1ccccc1)C(=O)CS2=O (configuration not stated)	-0.5%	-0.5%	i	0.7%	-4%	-10%	-15%	-12%	-8%
Cc1ccc(-n2c(C)cc3c2CCCC3=O)cc1	-4.1%	0.3%	i	-0.3%	9%	-2%	-6%	11%	3%
CCOC(=O)N1CCN(c2cc(=O)n(-c3cccc(C)c3)c(=O)[nH]2)CC1	-4.2%	-0.1%	i	0.0%	2%	-2%	-35%	6%	9%

Random excerpt: 4 records from the list
SMILES	KOR beta-arrestin-1	HIV peptide binding	Yfh1-off respiration	West Nile virus CPE	Dengue-2 NS5 capping	HEK293 NOD2/NF-kB	NOD1 inhibition	KOR beta-arrestin-2	AID2073	others
COc1ccc(CNCc2c(C(=O)N(C)C)nc3ccc(Cl)cn23)c(OC)c1	x	-1.1%	i	-0.3%	-1%	-4%	1%	3%[20 µM]	-11%
Cc1cc(C)nc(/N=C(\N)Nc2ccc(-c3ccccc3)cc2)n1	x	-1.1%	i	-1.5%	-6%	19%	32%	-85%[20 µM]	-12%
CCOC(=O)N1CCN(c2cc(=O)n(-c3cccc(C)c3)c(=O)[nH]2)CC1	-4.2%	-0.1%	i	0.0%	2%	-2%	-35%	6%	9%
Cc1ccc(C(C(=O)NC2CCCC2)N(C(=O)c2csnn2)C2CCCC2)o1 (configuration not stated)	5.2%	-2.1%	i	0.6%	5%	3%	-3%	2%	-10%

Additional structures:
SMILES	KOR beta-arrestin-1	HIV peptide binding	Yfh1-off respiration	West Nile virus CPE	Dengue-2 NS5 capping	HEK293 NOD2/NF-kB	NOD1 inhibition	KOR beta-arrestin-2	AID2073	others
O=C(N/N=C/C=C\c1cccc([N+](=O)[O-])c1)c1ccccn1	2.5%	0.8%	i	-0.1%	-8%	-8%	-18%	24%	2%
Cc1ccc(-n2ncc3c2CC(C)(C)CC3NC(=O)CCc2ccc(=O)[nH]n2)cc1 (configuration not stated)	0.2%	-0.3%	x	-0.4%	16%	14%	-22%	-22%	-1%
CCN(c1ccccc1)S(=O)(=O)c1ccc(Cl)c(C(=O)N(CC2CCCO2)C2CCS(=O)(=O)C2)c1 (configuration not stated)	2.4%	-1.3%	i	-0.7%	-8%	-14%	-20%	-2%	-8%
O=C(O)c1ccc(NS(=O)(=O)c2cccc3cccnc23)cc1	-1.7%	-0.9%	i	-0.4%	-6%	-1%	5%	24%	-3%
CCCn1c(SCC(=O)Nc2cc(S(=O)(=O)N(C)C)ccc2OC)n[nH]c1=O	-5.5%	-2.1%	i	0.0%	1%	16%	-42%	3%	0%
Cc1cc(C(=O)NCCN2CCN(c3cccc(Cl)c3)CC2)n(-c2ccccc2)n1	1.0%	0.0%	i	-0.2%	-6%	-22%	5%	-84%	7%
Cc1cccc(NC(=O)CC2SC(=NC3CCCCC3)NC2=O)c1 (configuration not stated)	-0.8%	-1.3%	i	0.1%	1%	0%	-10%	-2%	-2%
N=C1c2ccccc2CN1NC(=O)c1cccc(S(=O)(=O)N2CCOCC2)c1	-0.1%	2.3%	i	0.3%	0%	11%	-7%	4%	21%
Cc1ccc(NC2=NC(c3ccco3)n3c(nc(C)cc3=O)N2)c(C)c1 (configuration not stated)	1.4%	-2.8%	x	x	x	5%	-7%	-2%	9%
COc1ccc(CNC(=O)C2CC(c3cc(C(F)(F)F)cc(C(F)(F)F)c3)=NO2)cc1 (configuration not stated)	-0.4%	-0.7%	i	u	-7%	-16%	14%	-26%	-2%
CN(Cc1cnccn1)C(=O)c1cc(COc2cccc(C(F)(F)F)c2)on1	-4.5%	-1.0%	x	-0.8%	4%	-8%	-30%	2%	1%
Cc1ccc(-c2ccc(/C=C(\C#N)C(=O)Nc3cc(C)nn3-c3ccccc3)o2)cc1	31%	150%	i	-0.4%	x	15%	-35%	-252%	36%
CCCc1cc(=O)oc2c3c(cc(OCC(=O)NCCCn4ccnc4)c12)OC(C)(C)CC3	2.6%	0.7%	x	-0.7%	-1%	13%	-14%	-4%[20 µM]	37%
CCCS(=O)(=O)N1CCN(S(=O)(=O)c2ccc(F)cc2)CC1	3.9%	-0.5%	i	0.0%	3%	15%	-2%	-31%	8%
Cc1cc(C)nc(NS(=O)(=O)c2ccc(N)cc2)n1	1.7%	1.9%	x	x	-1%	5%	-14%	16%	-10%
CC(Sc1nc(N)c(NC(=O)c2ccc(Br)o2)c(=O)[nH]1)C(=O)O (configuration not stated)	-0.5%	-0.5%	x	-0.1%	-8%	12%	-19%	2%	-3%
S=C(NN=C(C1CC1)C1CC1)Nc1ccccc1	-5.2%	2.2%	i	0.5%	-4%	10%	-29%	1%	-8%
CCOC(=O)c1sc(NC(=O)c2c(C)nn(Cc3ccccc3)c2C)cc1C	-3.3%	-0.5%	i	0.9%	-11%	8%	-17%	25%	9%
CC(=O)CCC(=O)OCC(=O)Nc1ccc(SC(F)F)cc1	-5.8%	-0.9%	i	1.3%	-9%	10%	-1%	5%	2%
CCCC(C)C(=O)Nc1nc(C)c(-c2csc(Nc3cc(Cl)ccc3C)n2)s1 (configuration not stated)	-3.2%	-2.3%	i	-0.8%	-5%	11%	-32%	-24%	7%
CCOC(=O)C1CCN(Cc2ccc(Cl)c(Cl)c2)CC1	4.5%	-1.2%	i	-0.4%	-5%	-4%	2%	6%	-4%
COc1ccc2oc(=O)c(C(=O)NC(C)c3ccccc3)cc2c1 (configuration not stated)	-5.8%	-2.8%	x	-1.2%	-6%	-12%	48%	-9%[20 µM]	26%
Cc1ccc(N2C(=O)CC(Sc3ncccn3)C2=O)cc1C (configuration not stated)	2.8%	-0.2%	x	-0.6%	-1%	-7%	-43%	19%[20 µM]	-6%	Dengue-2 NS5 capping pilot replicate=-2.1
O=C(NCc1ccccc1)c1ccc(F)c(F)c1	-0.3%	0.2%	i	0.1%	-18%	4%	11%	-52%[20 µM]	-3%
CCC1Oc2ccc(C)cc2N(CC(=O)NCc2cccs2)C1=O (configuration not stated)	-2.8%	3.5%	i	-1.1%	-3%	5%	5%	-6%	-3%
Remaining list, next part
SMILES	KOR beta-arrestin-1	HIV peptide binding	Yfh1-off respiration	West Nile virus CPE	Dengue-2 NS5 capping	HEK293 NOD2/NF-kB	NOD1 inhibition	KOR beta-arrestin-2	AID2073	others
COCc1nc2ccccc2n1CCc1ccccc1	3.3%	-0.3%	x	-0.7%	-5%	8%	2%	6%	9%
CCn1c(CC(C)C)n[nH]c1=S	4.4%	-0.4%	i	0.4%	-4%	3%	-28%	-38%	11%
Cc1ccnc(NS(=O)(=O)c2ccc(NC(=O)c3ccc([N+](=O)[O-])s3)cc2)n1	-3.3%	1.7%	i	-0.7%	-5%	16%	20%	-17%	2%
Cc1ccccc1N1CCN(Cc2c(C#N)c3ccccc3n2C)CC1	-7.9%	0.4%	i	-0.4%	-7%	-13%	-2%	-23%	-2%
CC(C)(C)c1ccc(NC(=O)NC2CCCc3ccccc32)cc1 (configuration not stated)	-0.1%	0.5%	i	-0.2%	-5%	-29%	-8%	-10%	10%
Cc1nn(C(C)C(=O)NCCc2ccco2)c(=O)c2nn(-c3ccccc3)c(C)c12 (configuration not stated)	-3.0%	0.1%	x	-0.6%	-9%	5%	-16%	-14%	-10%
